# VLA-4 agonist = allosterically activates the human VLA-4 integrin; P13612; Jurkat cells, LDV-FITC binding, flow cytometry; activation, % at 10 µM (by protocol); 24,000 tested, under 10 active;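 active = fluorescent ligand binding to cells raised by more than 40% of the manganese-induced maximum; inconclusive = compound's own fluorescence above 85% of the ligand control signal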;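 also: 0% = ligand binding without compound and 100% = manganese-stimulated maximal binding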
# Target sequence (P13612 whole entry, looked up): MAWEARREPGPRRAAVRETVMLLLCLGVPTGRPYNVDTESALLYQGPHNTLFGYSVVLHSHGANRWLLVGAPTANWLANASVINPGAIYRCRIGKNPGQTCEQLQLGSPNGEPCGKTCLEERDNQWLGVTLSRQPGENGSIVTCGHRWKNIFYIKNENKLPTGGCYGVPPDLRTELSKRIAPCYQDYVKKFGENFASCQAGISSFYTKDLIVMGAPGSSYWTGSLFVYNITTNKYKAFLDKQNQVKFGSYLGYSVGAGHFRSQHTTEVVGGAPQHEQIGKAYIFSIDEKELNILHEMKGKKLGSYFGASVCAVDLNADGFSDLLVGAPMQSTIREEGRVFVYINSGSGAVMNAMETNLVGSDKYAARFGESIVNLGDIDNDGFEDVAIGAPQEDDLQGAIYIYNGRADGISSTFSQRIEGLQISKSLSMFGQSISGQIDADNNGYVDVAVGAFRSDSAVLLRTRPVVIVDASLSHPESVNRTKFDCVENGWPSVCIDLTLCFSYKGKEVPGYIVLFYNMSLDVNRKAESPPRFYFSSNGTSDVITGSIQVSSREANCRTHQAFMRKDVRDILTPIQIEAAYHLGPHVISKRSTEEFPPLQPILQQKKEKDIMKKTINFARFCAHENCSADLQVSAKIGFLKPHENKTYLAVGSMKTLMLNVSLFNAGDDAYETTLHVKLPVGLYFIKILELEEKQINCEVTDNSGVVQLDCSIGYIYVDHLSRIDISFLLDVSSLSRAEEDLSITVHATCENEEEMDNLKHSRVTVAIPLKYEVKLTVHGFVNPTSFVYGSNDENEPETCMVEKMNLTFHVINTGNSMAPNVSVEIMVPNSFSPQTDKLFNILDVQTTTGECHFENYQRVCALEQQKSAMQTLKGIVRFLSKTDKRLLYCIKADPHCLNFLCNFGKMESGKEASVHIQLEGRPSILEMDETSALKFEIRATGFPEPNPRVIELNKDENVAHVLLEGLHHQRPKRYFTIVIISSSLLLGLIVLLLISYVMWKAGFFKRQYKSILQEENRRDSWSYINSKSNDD
# VLA-4 antagonist = blocks LDV-FITC ligand binding to Mn2+-activated human VLA-4 integrin; P13612; Jurkat cells, LDV-FITC binding with Mn2+, flow cytometry; 100% = Mn2+-driven binding gain fully reversed; inhibition, % at 10 µM (by protocol); 0.2% of 24,000 active;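 active = inhibition above 50%; inconclusive = compound itself fluorescent, judged against control cell fluorescence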;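 also: 0% = Mn2+ stimulated cells lacking compound and 100% = ligand binding without Mn2+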
# Prostate diff = activators of LNCaP prostate cell differentiation. flow cytometry side scatter, 4 d. side scatter shift, % at 10 µM. 0.56% of 24,000 active;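 active = side scatter shift above 30%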;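 also: androgen-responsive LNCaP prostate cancer cells in charcoal-stripped serum medium; percent of cells past a gate set so DMSO wells show 10% shift; higher shift means more granular cells and more differentiation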
# Jurkat autofluor = counter-screen for VLA-4 integrin: compound autofluorescence in Jurkat cells | flow cytometry; stronger effect = higher value; 1 = vehicle-only cell background | fluorescence ratio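 (tested at 10 µM compound in the well)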 | 0.61% of 24,000 active | AID 576;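 active = fluorescence ratio above 2.44, which is 1 plus 3 SD of all ratios; inconclusive = signal too bright to measure linearly, ratio around 10 or more; inactive = fluorescence ratio below 2.44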;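 also: green fluorescence of cells measured with 488 nm excitation and 530 nm emission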
# * hit, by the source's call; ? = inconclusive; . = no result given.
canonical_smiles	VLA-4 agonist	VLA-4 antagonist	Prostate diff	Jurkat autofluor
CCc1ccc(NC(=O)CSc2nnc(CNC(=O)c3c(F)cccc3Cl)o2)cc1	0	11	4	1
Cc1ccc(-c2nc(CS(=O)CC(=O)NC3CCC(C)CC3)c(C)o2)cc1 (stereo unspecified)	?	?	16	0.84
COc1ccc(NC(=O)c2ocnc2C)cc1OC	1	0	3	1
CC(=O)OCC1OC(n2ccc(=O)[nH]c2=O)C(O)C1O (stereo unspecified)	4	-9	9	0.9
CN(Cc1ccccc1)C(=O)c1cnc2n(c1=O)CCS2	3	5	6	0.93
COc1ccc(Cc2nc(-c3cccs3)no2)cc1OC	?	?	12	1.3
COc1ccc(OC)c(S(=O)(=O)NCCO)c1	0	-2	22	0.99
CC(C)CC1NC(=O)N(CC(=O)N2CCN(S(=O)(=O)c3ccc(Cl)cc3)CC2)C1=O (stereo unspecified)	-2	0	5	1
O=C(O)CCn1c(=O)c2ccccc2c2ccccc2c1=O	13	-7	9	1
Cc1oc(-c2ccccc2F)nc1CSCC(=O)NCc1ccc2c(c1)OCO2	-7	15	5	1.1
CN(C)CCNC(=O)Cn1nc(-c2ccc(Cl)cc2)ccc1=O	4	-7	2	1
NC(=O)C1(N2CCCCC2)CCN(Cc2ccccc2Cl)CC1	2	-10	20	0.98
CCOC(=O)CNC(=O)Cn1cnc2c(nnn2-c2ccc(C)cc2)c1=O	1	11	4	0.99
COc1ccc(S(=O)(=O)NCCCN2CCOCC2)c2ccccc12	-1	2	9	1.1
COc1nc(/C(N)=N/O)nc(N2CCCCC2)n1	4	-15	1	1
CCOC(=O)c1sc2nc(C)cc(C)c2c1N	2	-20	14	1.1
CCCCCCc1ccc(-c2ncc(N)cn2)cc1	-5	-6	12	0.99
O=C1c2oc3ccccc3c(=O)c2C(c2ccccn2)N1Cc1ccccc1 (stereo unspecified)	-2	-30	14	1.1
COc1cccc(-c2nc(CS(=O)(=O)CC(=O)NCc3ccccc3OC)c(C)o2)c1	1	-5	7	1.1
CC(=O)NCc1nc2ccccc2n1Cc1ccccc1F	2	-1	8	1.1

# Remaining list, next part:
canonical_smiles	VLA-4 agonist	VLA-4 antagonist	Prostate diff	Jurkat autofluor
Cc1ccc(Cn2nnc3c(=O)n(CC(=O)NCc4ccco4)cnc32)cc1	2	13	9	0.94
O=C(O)CNS(=O)(=O)c1ccc(Br)s1	9	-34	15	1
CC1CCN(c2c(NCc3ccc(C(=O)N4c5ccccc5CC4C)cc3)c(=O)c2=O)CC1 (stereo unspecified)	1	4	10	1.1
CCOC(=O)CN1CC23C=CC(O2)C(C(=O)Nc2cc(OC)ccc2OC)C3C1=O (stereo unspecified)	1	-2	2	1
CCN1C(=O)C(C(=O)Nc2ccc(OC)cc2)C2CC1(C)Oc1ccccc12 (stereo unspecified)	-2	-3	3	1.1
COc1cccc(OC)c1OCCCCCc1c(C)n[nH]c1C	2	-9	4	1
COc1ccc(C2C(C(=O)N3CCCC3)CC(=O)N2c2ccc(OC)cc2)cc1 (stereo unspecified)	-1	11	1	1.1
O=C(OCC(=O)c1c[nH]c2ccccc12)C1=COCCO1	0	-8	16	1.3
CCC(=O)N1CCc2cc(Br)cc(S(=O)(=O)N3CCN(C(=O)c4ccco4)CC3)c21	-4	2	1	1.1
O=C(Cn1ncc2c(=O)oc3ccccc3c21)NC1CC1	0	-18	14	1
CC1CCCC(C)N1C(=O)CSc1nnc(-c2cccs2)o1 (stereo unspecified)	0	-12	1	1.1
Cc1noc(/C=C/N(C)C)c1S(=O)(=O)N(C)CC(=O)NC1CCCCC1	0	5	7	1
COc1cccc(NC(=O)CNS(=O)(=O)c2ccc3nc(C)sc3c2)c1	6	9	9	1.1
CCOC(=O)c1ccc(-c2nnc(-c3ccc(Cl)cc3Cl)o2)cc1	?	?	11	1.5
COc1ccc(C(=O)Nc2cc3c(cc2C#N)OCO3)cc1S(=O)(=O)NCc1ccco1	7	-15	8	0.89
CN(C)CCC=C1c2ccccc2CCc2ccccc21	8	-22	2	1.1
Cc1ccc(C)c(-n2c(Cc3cc(=O)[nH]c(=O)[nH]3)nnc2SCC(=O)NCC2CCCO2)c1 (stereo unspecified)	-3	13	9	0.97
CCCS(=O)(=O)NCCc1cc2ccc(C)cc2[nH]c1=O	?	?	7	1.1
Brc1c(NC2=NCCN2)ccc2nccnc12	-2	-6	4	1
CCOC(=O)c1cnn(CCOC(=O)C(C)(C)C)c1NC(=O)C(C)(C)C	-10	-2	6	1

# Next section:
canonical_smiles	VLA-4 agonist	VLA-4 antagonist	Prostate diff	Jurkat autofluor
Cc1c(C(=O)N2CC(C)OC(C)C2)sc2nc(-c3ccc(F)cc3)cn12 (stereo unspecified)	-6	20	3	1.2
COc1ccc(Br)cc1CNC(=O)C1CCCN(S(C)(=O)=O)C1 (stereo unspecified)	3	-6	4	1.1
CCOC(=O)N1CCN(C(=O)c2cc(C)c3c(C)nn(-c4ccccc4)c3n2)CC1	0	7	13	1
O=C(CCS(=O)(=O)c1ccc(Br)s1)NCc1ccc2c(c1)OCO2	4	-4	3	1
COC(=O)c1cc(Br)c(=O)n(CCN2CCOCC2)c1	2	-14	1	1
CCn1cc(C(=O)N2CCCc3ccccc32)c2cc(OC)c(OC)cc2c1=O	6	14	5	0.85
COc1ccc(CNc2nc3nc(C)cc(C)n3n2)cc1OC	2	-34	15	0.97
CCOc1ccc(NC(=O)N(CCC(C)C)C(C)c2ccco2)cc1 (stereo unspecified)	5	-12	7	0.95
CCn1nc(C(=O)OCC(=O)c2cc(C)n(Cc3cccs3)c2C)c2ccccc2c1=O	-10	2	1	0.98
CSc1nnc(-c2ccccc2)n1C	-1	4	9	1
CCOc1ccc(C2Oc3nc(SC)nnc3-c3ccccc3N2C(C)=O)cc1OC (stereo unspecified)	1	-10	4	1.1
CC(=O)Nc1nc(-c2ccc(Cl)cc2)nc(C)c1C(C)=O	-4	4	5	1.2
O=S(=O)(c1cccc2nsnc12)N1CCCC1	4	-2	7	1.1
C=CCN(CC=C)S(=O)(=O)c1ncn[nH]1	3	-22	13	0.99
C=CCNC(=O)C1CCN(S(=O)(=O)c2ccccc2)CC1	-3	2	14	1
CC1CCCCC1NC(=O)C1CCN(S(=O)(=O)N2CCOCC2)CC1 (stereo unspecified)	9	1	12	1
CCCC(C)C1C(C#N)=C(N)Oc2cc(C)oc(=O)c21 (stereo unspecified)	-4	-10	12	1.1
COCCCNS(=O)(=O)c1ccc2c(c1)CCN2C(C)=O	-3	-5	7	1
O=C(CSc1nc2c(c(=O)[nH]1)CCCC2)Nc1ccc(Cl)cc1F	-5	10	5	1.1
COC(=O)CSc1nnc(CNC(=O)c2cccs2)n1-c1cc(OC)ccc1OC	-2	-5	17	1

# Next section:
canonical_smiles	VLA-4 agonist	VLA-4 antagonist	Prostate diff	Jurkat autofluor
Cc1c(/C(O)=C2/C(=O)C(=O)N(CCN3CCOCC3)C2c2cccnc2)cnn1-c1ccccc1 (stereo unspecified)	-6	35	5	1.1
O=C(c1cccc(F)c1)N1CCN(Cc2c[nH]c3ccccc23)CC1	2	1	3	1.1
Cc1ccc2c(c1C)NC(=O)C2(O)CC(=O)c1ccc2c(c1)OCO2 (stereo unspecified)	-4	-11	12	1.1
COc1ccc(C(=O)COC(=O)c2ccc(OC)c(OC)c2)cc1OC	18	21	11	1.3
O=C(O)CCN=C1CCCc2ccccc2N1	-12	1	20	1.1
CC1=C(C(=O)N2CCCCC2)C(c2cccs2)C2=C(CCCC2=O)N1 (stereo unspecified)	2	-9	11	1.1
O=C(C1CCN(S(=O)(=O)N2CCC3(CC2)OCCO3)CC1)N1CCN(Cc2ccccc2)CC1	-1	3	6	0.91
CCOC(=O)c1ccc(NC(=O)C2=C(C)Nc3nc(CCCO)nn3C2c2cccc(C)c2)cc1 (stereo unspecified)	4	2	2	1
Cc1cccc(N2CCN(C(=O)C3CCN(S(=O)(=O)c4cnc[nH]4)CC3)CC2)c1C	0	12	8	1.1
CCOC(=O)CNC(=O)c1c(C)nn(-c2ccccc2)c1Cl	7	8	12	1
O=C(c1ccc(S(=O)(=O)N2CCCCC2)cc1)N1CCN=C1SCc1cccnc1	-4	23	2	1.1
Cc1cc(Nc2ccc(Cl)cc2)n2nnnc2n1	-8	-6	8	1.3
COc1ccc(N2CCC(CNS(=O)(=O)c3cccc(C(F)(F)F)c3)C2)cc1 (stereo unspecified)	-2	-22	13	1.3
CCOC(=O)c1c(C)[nH]c(C=Nc2ccccc2)c1O	4	-9	6	1
c1ccc2ncc(-n3cnnn3)cc2c1	2	-30	9	1.1
COc1cc2ccccc2cc1C(=O)Nc1ccc(S(=O)(=O)Nc2cc(C)on2)cc1	-10	15	12	1
CCOc1c(OC)cccc1C1CC(=O)Nc2cc(OC)c(OC)cc21 (stereo unspecified)	-3	17	6	0.92
O=C(Oc1ccc(Cl)cc1N1C(=O)CCC1=O)c1ccco1	5	-18	9	1.1
Cc1cc(C)n(-c2ccc(N3CCOCC3)nn2)n1	-10	-8	8	1.1
CCn1c(=O)cc(OCC(=O)NC2CCCCC2)c2ccccc21	1	-1	7	1.1

# Two of the compounds above, with two lines to a compound:
# Order of results – VLA-4 agonist, VLA-4 antagonist, Prostate diff, Jurkat autofluor
> Cc1cc(Nc2ccc(Cl)cc2)n2nnnc2n1
→ -8, -6, 8, 1.3
> COc1ccc(N2CCC(CNS(=O)(=O)c3cccc(C(F)(F)F)c3)C2)cc1 (stereo unspecified)
→ -2, -22, 13, 1.3

# Going on with the list:
canonical_smiles	VLA-4 agonist	VLA-4 antagonist	Prostate diff	Jurkat autofluor
COc1ccc(NC(=O)CCS(=O)(=O)c2ccc(OC)cc2)cc1	5	6	14	1
CCOC(=O)c1cccc(NC(=O)CCc2nc(-c3ccc(C)cc3)no2)c1	12	-10	3	0.69
CCC(C(=O)OC)n1cnc2c(nnn2-c2ccc(OC)cc2)c1=O (stereo unspecified)	-4	19	9	1.1
CCOC(=O)c1cc(-c2ccc(F)cc2)n(CC(=O)N2CCCC2)c1C	2	-6	8	0.96
Nc1ccc2cn[nH]c2c1	2	-11	8	1.1
CCOC(=O)Cn1c(=O)c(-c2ccccc2N)nc2ccccc21	4	-6	3	1.1
C1=Nc2c(NCc3ccccc3)ncnc2Oc2ccccc21	-6	10	15	1.1
CCOc1ccc(-n2c(SCC(=O)NCc3ccco3)nc3c(c2=O)SCC3)cc1	-4	15	5	1
COC(=O)C1C(=O)c2c([nH]c(C(=O)OCCSC)c2C)CC1C (stereo unspecified)	-3	2	11	1.1
Cc1ccc(F)cc1NC(=O)c1c(-c2ccccc2)noc1C	5	-2	7	1.1
COc1ccc(-n2nnc3c(SCC(=O)NCC4CCCO4)ncnc32)cc1 (stereo unspecified)	-12	32	5	1.3
Cc1ccc(-n2c(=O)[nH]cc(C(=O)N3CCc4ccccc43)c2=O)cc1	5	-6	3	1
CCOC(=O)c1cccc(N2C(N)=NC(N)=NC2(C)C)c1	6	-2	9	0.9
CC1=CC2=C(OC1N(C)C)c1cccc3cccc(c13)C2=O (stereo unspecified)	?	?	2	1.3
O=C(Nc1nc2ccccc2n1CCOc1ccc(Cl)cc1)c1ccco1	0	-18	6	1.1
COc1ccccc1NC(=O)CSc1nnc(Cn2nnc(-c3ccccc3)n2)n1-c1ccccc1	-4	-2	7	1.1
O=C(Nc1cccnc1)c1noc2c1CCCCC2	-1	2	12	0.99
CC1(C)N=C(c2ccc(Cl)cc2Cl)C(=O)N1	6	18	2	1
COC(=O)c1ccccc1NC(=O)c1noc2c1CCCC2	1	-2	8	1.1
Cc1ccc(-n2c(C)nc3c(cnn3-c3ccc(F)cc3)c2=O)cc1	?	?	4	1.2

# (cont.)
canonical_smiles	VLA-4 agonist	VLA-4 antagonist	Prostate diff	Jurkat autofluor
CCOC(=O)N1CCC(N(CCOC)C(=O)Nc2ccc(CC)cc2)CC1	-6	3	3	1
CCOC(=O)c1[nH]c(C)c(C(=O)Nc2ccc3c(c2)OCCO3)c1C	2	-14	3	1.1
COc1ccc(N2CCN(c3oc(COc4ccccc4Cl)nc3C#N)CC2)cc1	6	-29	.	0.96
O=C(NCc1ccccn1)C(C(=O)c1ccc(F)cc1)n1ccccc1=O (stereo unspecified)	-16	-4	4	1
O=C(CN1CCOCC1)Nc1ccc(-c2nc3ccccc3[nH]2)cc1	-9	8	6	1
Fc1ccccc1Cn1nnc2c(-n3ccnc3)ncnc21	8	3	4	1.1
CCOC(=O)Cn1c(=O)oc2cc(S(=O)(=O)N(CCN(C)C)Cc3ccccc3)ccc21	2	2	12	1.2
COc1ccc(C2C=C(c3cccs3)Nc3nc(CCCO)nn32)cc1 (stereo unspecified)	?	?	11	?
CCOC(=O)CNS(=O)(=O)c1c(C)noc1C	?	?	9	1.1
Nn1c(SCC(=O)Nc2ccc3c(c2)OCCO3)nnc1C(F)(F)F	0	0	14	0.95

# In the list so far, these contain a CF3 group.
canonical_smiles	VLA-4 agonist	VLA-4 antagonist	Prostate diff	Jurkat autofluor
COc1ccc(N2CCC(CNS(=O)(=O)c3cccc(C(F)(F)F)c3)C2)cc1 (stereo unspecified)	-2	-22	13	1.3
Nn1c(SCC(=O)Nc2ccc3c(c2)OCCO3)nnc1C(F)(F)F	0	0	14	0.95

# Only part of the results is shown; the hit share may differ from the screen's.
